EP2 antag – EP2 receptor (human) inhibition; inhibition, % at 25 µM; C6 glioma cells expressing human EP2, cAMP TR-FRET; cells stimulated with saturating PGE2; P43116; 260,000 compounds, 0.52% hits;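 active = percent inhibition above 40 after rounding to a whole number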;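 also: rat C6 glioma host cells with rolipram phosphodiesterase inhibitor present; the protocol text gives 20 µM as final concentration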
Target sequence (P43116 whole entry, looked up): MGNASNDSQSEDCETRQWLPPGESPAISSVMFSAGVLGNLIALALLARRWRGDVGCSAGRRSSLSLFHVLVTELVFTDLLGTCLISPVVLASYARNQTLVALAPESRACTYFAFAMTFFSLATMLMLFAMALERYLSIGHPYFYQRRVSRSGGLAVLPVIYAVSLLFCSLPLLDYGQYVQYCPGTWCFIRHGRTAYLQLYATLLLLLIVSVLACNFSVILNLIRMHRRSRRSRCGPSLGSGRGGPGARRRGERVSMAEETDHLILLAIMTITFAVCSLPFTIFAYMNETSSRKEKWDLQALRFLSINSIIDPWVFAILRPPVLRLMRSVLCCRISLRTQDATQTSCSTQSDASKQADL
RBBP9 inh – blocks human serine hydrolase RBBP9; AID 1515; O75884; inhibition, % at 7.94 µM; 220,000 compounds, 0.2% hits; recombinant RBBP9, FP-Rh probe fluorescence polarization;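 active = inhibition above the campaign mean of all tested compounds plus 3 SD, cut at about 14% in these data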;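 also: plate controls were DMSO wells with RBBP9 for no effect and wells lacking RBBP9 protein for full effect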
Target sequence (O75884 whole entry, looked up): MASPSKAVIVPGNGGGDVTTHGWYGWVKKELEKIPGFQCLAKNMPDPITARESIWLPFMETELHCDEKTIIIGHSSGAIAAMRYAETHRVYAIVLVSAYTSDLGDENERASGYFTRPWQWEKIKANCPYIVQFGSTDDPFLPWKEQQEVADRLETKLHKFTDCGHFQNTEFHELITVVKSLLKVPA
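Measured by – fluorescence polarization · Test system – RBBP9 protein · Input – 2.5 µM RBBP9 dispensing solution, before mixing · Measure – percent inhibition from mP, scaled between DMSO and no-protein wells · Benchmarks – DMSO-treated enzyme wells and wells lacking RBBP9 · Times – preincubation 30 min plus labeling 45 min at 25 °C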
EP2 modulator – EP2 receptor (human) modulation. AID 940. P43116. induction, % at 25 µM. 260,000 compounds, 0.83% hits. EP2-expressing cells, cAMP HTRF FRET, PGE2 co-stimulation;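 active = compounds whose cAMP rise, as percent of the full-agonist control response, exceeds 60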;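 also: rat C6 glioma line stably carrying human EP2 under a CMV promoter; the protocol text gives 20 µM as final concentration; 100% = response of wells given 1 µM PGE2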
zVAD death inh – blocks zVAD induced death of L929 cells; L929 zVAD necroptosis rescue, ATP luminescence, 24 h; with zVAD 60 µM; viability rescue, % at 10 µM; 220,000 compounds, 0.38% hits; AID 1377;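 active = activation, scaled between plate controls, above about 75%, limit read from the data; inactive = activation under that limit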;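 also: 0% = zVAD with DMSO and 100% = DMSO alone without zVAD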
TNF necrop inh – TNF-alpha cell death inhibition in Jurkat FADD-/- cells; Jurkat FADD-/- TNF necroptosis rescue, ATP luminescence, 24 h; 0 = TNF only, 100 = no-TNF cells; activation (protection from cell death), % at 10 µM; 220,000 compounds, 0.068% hits; AID 463075;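 active = activation, meaning protection from cell death, of at least 50% relative to plate controls; inactive = activation below 50%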;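 also: necroptosis triggered by 40 ng/mL TNF-alpha added together with compound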
Hck Nef HTS – blocks Nef-activated human Hck kinase; P08631; 220,000 compounds, 0.68% hits; Recombinant Hck-YEEI plus Nef, Z-Lyte FRET kinase assay; inhibition, % at 20 µM;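 active = Hck-Nef kinase inhibition above about 50%, limit read from the data; inactive = inhibition below that limit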;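 also: 0% = DMSO with Hck plus Nef and 100% = Hck alone without Nef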
Runt-SMMHC FRET – Runt domain-CBFb-SMMHC interaction inhibition. Cerulean-Runt/Venus-CBFb-SMMHC FRET ratio 530/480, 1 h. inhibition, % at 20 µM. 220,000 compounds, 0.74% hits. Q01196+Q13951. AID 1434;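 active = mean inhibition across duplicate retests at 20 µM reaching about 50%, limit read from the data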;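 also: 0% = DMSO wells and 100% = wells with excess untagged CBFb-SMMHC; inhibitors lower the FRET ratio by blocking Runt binding to CBFb-SMMHC; some results filed as inactive read as strong as hits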
PERK inhibitor – human PERK inhibition, primary cell-based screen; Q9NZJ5; CHO PERK-DD fusion, SEAP luminescence translation reporter; inhibition, % at 5.6 µM; 220,000 compounds, 0.17% hits; AID 1416;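 active = inhibition above the mean inhibition of all tested compounds plus 3 SD, set separately per screening campaign, cut at about 2.9% in these data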;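 also: PERK kinase domain activated by AP20187 dimerizer at 100 nM; 0% = DMSO with dimerizer and 100% = rapamycin at 8.4 µM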
Runt-CBFb FRET – inhibitors of human RUNX1 Runt domain binding to CBFb; Q01196+Q13951; Cerulean-Runt/Venus-CBFb FRET ratio 530/480, 1 h; inhibition, % at 20 µM; 220,000 compounds, 0.46% hits; AID 1496;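 active = inhibition over about 50% at 20 µM in the single-dose screen, limit read from the data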;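 also: 0% = DMSO wells and 100% = excess unlabeled CBFb competitor control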
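Measured by: fluorescence energy transfer, 422 nm excitation, 530/480 nm emission; test system: Cerulean-tagged RUNX1 Runt domain (FRET donor) fusion protein; buffer or medium: Tris pH 7.5 buffer with BSA; compound: one dose, 20 µM compound, 1% DMSO; times: two 1 h room-temperature incubations shielded from light; benchmarks: unlabeled CBFb 5 µM, positive control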
Numbers without * were called inactive; · = not tested or not shown; & = joins results of further samples. Only part of the results is shown (hit frequency here may not be typical).

nr	mol	Runt-SMMHC FRET	Runt-CBFb FRET	RBBP9 inh	zVAD death inh	EP2 modulator	PERK inhibitor	TNF necrop inh	Hck Nef HTS	EP2 antag
1	Cc1cc2n(n1)C(c1cn(-c3ccccc3)nc1C)Nc1ccccc1-2 (stereo not given)	1	-1	-10	-0.6	49	-0.3	-1.5	1	10
2	CCCNC(=O)CSc1nnc(-c2ccc(F)cc2)o1	3	0	2	22	24	0.5	0.5	18	4
3	CCCCNS(=O)(=O)c1ccc2nc(SCC(=O)Nc3ccccc3)[nH]c2c1	-3	0	-12	-0.4	-23	-0.1	1.5	0	15
4	CCCC(=O)N1c2ccccc2[C@@H](N(C(C)=O)c2ccccc2)C[C@H]1C	0	0	-4	-0.1	-1	-0.4	-4.0	-1	3
5	Cc1ccccc1N(CC(=O)NC1CCCC1)C(=O)c1csnn1	-1	2	11	-0.1	22	1.7	0.8	23	6
6	CCCc1[nH]n(-c2ccc([N+](=O)[O-])cc2)c(=O)c1C=NCCCn1ccnc1	1	0	-9	1.5	-29	-0.6	1.7	27	10
7	CS(=O)(=O)N1CCc2cc(C(=O)OCC(=O)c3ccccc3)ccc21	1	0	-9	-0.4	8	-0.3	2.0	-1	4
8	O=C(N/N=C/c1ccc([N+](=O)[O-])cc1)c1cccs1	2	0	-1	1.9	-6	1.0	2.9	24	5
9	CCOC(=O)c1ccc(NC(=O)COc2cc3oc(=O)c(CC(C)O)c(C)c3cc2Cl)cc1 (stereo not given)	-3	2	-5	0.6	-5	0.5	0.9	30	4
10	CC(/C=C1\SC(=S)N(NC(=O)c2ccncc2)C1=O)=C\c1ccccc1	-1	4	-16	0.3	24	-0.3	1.0	7	8
11	Cc1ccnc(SCCn2c(N3CCN(C)CC3)nc3c2c(=O)n(C)c(=O)n3C)n1	-1	0	-6	-0.8	-21	0.7	0.7	4	5
12	Cc1cc(NC2CCCCC2)nc(NCc2ccccc2)n1	2	-4	-1	·	10	-1.3	-6.9	0	10
13	CCCN1C(=O)CC(Sc2ncccc2C(=O)O)C1=O (stereo not given)	1	-1	-2	0.7	15	1.4	2.8	21	14
14	O=S1(=O)CCC(NC(=S)Nc2ccccc2)C1 (stereo not given)	-2	5	-8	0.3	-11	0.9	-1.3	16	12
15	O=C1/C(=C/c2cccc(Br)c2)SC(=S)N1/N=C/c1cc([N+](=O)[O-])ccc1O	0	10	4	-0.7	-89	0.5	-1.0	25	7
16	CCCCSc1nc2c(cnn2-c2ccc(C)c(C)c2)c(=O)[nH]1	-5	2	-2	1.3	17	0.6	-0.4	2	11
17	O=C(COC(=O)CN1C(=O)c2ccccc2C1=O)Nc1ncc(Cl)cc1Cl	0	1	5	-0.2	3	1.6	-1.7	1	·
18	CCC(=O)Nc1ccc(NC(=O)CSc2nnc(-c3ccc(O)cc3)n2CC2CCCO2)cc1 (stereo not given)	2	0	-6	2.2	18	-0.3	1.8	26	2
19	N#Cc1c(N)nc(N)nc1Nc1ccc(Br)cc1	-2	-2	-5	-0.8	-22	-1.1	-7.7	28	9
20	CCC1(CC)NC(=O)N(CC(=O)Nc2sc3c(c2C(N)=O)CCC3)C1=O	-8	2	-7	0.5	-10	2.2	0.5	9	22
21	COc1cc(-c2n[nH]c(=S)n2-c2ccc(C)cc2)cc(OC)c1OC	38	-4	-3	0.0	37	0.4	-2.0	13	6
22	CC(C)N(Cc1nc(COc2ccccc2)no1)Cc1nccn1C	1	-1	-2	-0.2	2	-0.1	2.3	-2	8
23	O=C(O)/C=C/C(=O)Nc1ccc(Cl)cc1C(=O)c1ccccc1	0	7	-9	-0.2	12	1.4	0.8	-12	3
24	CCCNC(=O)c1[nH]c(C)c(C(=O)OCC)c1C	1	1	-7	-0.3	4	0.3	0.6	-1	11
25	COc1ccccc1OCC(=O)Nc1nonc1NC(=O)COc1ccccc1OC	2	-3	-4	0.6	6	-0.9	1.2	-2	5
26	CC(C)NC(=O)C1CCCN(S(=O)(=O)c2cccs2)C1 (stereo not given)	-11	2	-11	0.5	-1	0.1	-0.3	3	11
27	O=C1/C(=C/c2coc3ccc(O)cc3c2=O)SC(=S)N1c1ccccc1	-16	-2	3	-0.1	8	1.6	-7.9	47	10
28	COc1ccccc1CN(Cc1cc2cc(C)ccc2[nH]c1=O)Cc1nnnn1Cc1ccco1	11	13	-15	1.1	25	-1.4	-2.8	1	11
29	CCCCNC(=O)c1ccc2c(c1)ncn2C1CCCCC1	2	1	-4	79*	1	0.0	1.8	7	10
30	CC1(C)Cc2c(sc3c2c(=N)n(Cc2ccco2)c(=O)n3Cc2ccccc2)CO1	-2	-1	-4	-0.3	59	-0.2	-0.7	1	5

Looked up above.
For zVAD death inh, #23 shows -0.2
For RBBP9 inh, #5 shows 11

3 of these compounds in a different format.
The line under a structure holds: Runt-SMMHC FRET, Runt-CBFb FRET, RBBP9 inh, zVAD death inh, EP2 modulator, PERK inhibitor, TNF necrop inh, Hck Nef HTS, EP2 antag
(16) CCCCSc1nc2c(cnn2-c2ccc(C)c(C)c2)c(=O)[nH]1
 : -5, 2, -2, 1.3, 17, 0.6, -0.4, 2, 11
(17) O=C(COC(=O)CN1C(=O)c2ccccc2C1=O)Nc1ncc(Cl)cc1Cl
 : 0, 1, 5, -0.2, 3, 1.6, -1.7, 1, ·
(18) CCC(=O)Nc1ccc(NC(=O)CSc2nnc(-c3ccc(O)cc3)n2CC2CCCO2)cc1 (stereo not given)
 : 2, 0, -6, 2.2, 18, -0.3, 1.8, 26, 2

The listing continues:
nr	mol	Runt-SMMHC FRET	Runt-CBFb FRET	RBBP9 inh	zVAD death inh	EP2 modulator	PERK inhibitor	TNF necrop inh	Hck Nef HTS	EP2 antag
31	COc1cccc(NC(=S)/C(=C(\[O-])c2ccc(OC(F)F)cc2)[n+]2ccccc2)c1	4	32	-7	0.1	7	0.6	-1.2	4	9
32	Cc1onc(-c2c(Cl)cccc2Cl)c1NC(=O)N1CCSCC1	-3	-2	-9	0.2	-38	-0.1	-0.5	4	2
33	Cc1ccc2[nH]c(=O)c(CN(Cc3cccs3)C(=S)NCC3CCCO3)cc2c1 (stereo not given)	-5	-4	-5	1.7	-13	-0.5	4.7	0	2
34	OCCCCNCc1ccc(OCc2ccccc2Cl)cc1	1	-1	3	1.4	-8	0.2	-5.9	-2	2
35	COc1ccc(/C=N/n2cnc3c([nH]c4ccc(Br)cc43)c2=O)cc1CN1CCOCC1	1	0	-4	0.0	14	0.7	0.2	7	23
36	CCOCCCn1c(-c2ccc(Cl)cc2)n[nH]c1=S	8	7	-4	0.4	26	0.9	-0.8	-13	10
37	COC(=O)c1ccc2c(c1)NC(=O)CS2	0	2	-3	1.4	2	0.5	-0.2	10	12
38	CN(NC(=O)c1ccccc1F)c1ccc([N+](=O)[O-])cn1	-15	0	9	0.7	11	1.3	6.3	10	4
39	CCOC(=O)c1sc(NC(C)=O)nc1C	1	15	-6	0.2	-2	0.5	-1.1	1	26
40	COc1cccc(CN2CCNC(=O)C2CC(=O)NCCn2nc(C)cc2C)c1OC (stereo not given)	2	-2	-1	0.2	-10	0.8	1.5	5	3
41	Cc1cccc(C(=O)Nc2nnc(C3=COCCO3)o2)c1	3	-3	5	1.2	27	1.1	-0.6	-13	9
42	CCCNC1=CC(=O)CC(C)(C)C1	8	3	-8	1.1	24	2.5	0.8	1	13
43	O=C(c1ccc2c(=O)n3c(nc2c1)CCCCC3)N1CCN(C(c2ccccc2)c2ccccc2)CC1	-2	-10	-10	-0.3	18	-2.1	-6.4	0	4
44	CCOC(=O)c1cnc(SCC(=O)N2CCN(c3ccccc3)CC2)nc1N	1	0	-2	0.2	-12	1.1	0.0	8	8
45	CCOC(=O)N1CCN(C(=O)c2ccc3nc4ccc(Cl)cc4c(=O)n3c2)CC1	35	13	-9	-0.3	-56	-0.7	-4.8	3	5

Random excerpt: two records from the list
nr	mol	Runt-SMMHC FRET	Runt-CBFb FRET	RBBP9 inh	zVAD death inh	EP2 modulator	PERK inhibitor	TNF necrop inh	Hck Nef HTS	EP2 antag
31	COc1cccc(NC(=S)/C(=C(\[O-])c2ccc(OC(F)F)cc2)[n+]2ccccc2)c1	4	32	-7	0.1	7	0.6	-1.2	4	9
38	CN(NC(=O)c1ccccc1F)c1ccc([N+](=O)[O-])cn1	-15	0	9	0.7	11	1.3	6.3	10	4

Results in sequence from the entries so far.
Runt-SMMHC FRET, entries 6–11, in order: 1, 1, 2, -3, -1, -1
PERK inhibitor, entries 6–11, in order: -0.6, -0.3, 1.0, 0.5, -0.3, 0.7

(list continues)
nr	mol	Runt-SMMHC FRET	Runt-CBFb FRET	RBBP9 inh	zVAD death inh	EP2 modulator	PERK inhibitor	TNF necrop inh	Hck Nef HTS	EP2 antag
46	Cc1ccc(N2CCN(c3ccc(C)cc3)C2c2cccnc2)cc1	-5	0	-5	0.6	25	-0.5	-2.9	3	13
47	O=C(OCCN1CCCCC1)c1ccc(O)cc1	-5	1	-2	0.0	-14	-0.2	-0.8	-1	0
48	CC1(C)CC(=O)C2=C(C1)NC1=C(C(=O)c3ccccc31)C2c1ccc(O)cc1 (stereo not given)	4	1	5	-0.6	11	0.3	0.3	11	1
49	CN1C=CC=C/C1=C1/N=C(c2ccccc2)OC1=O	-1	-1	-7	4.5	-9	-0.1	-4.0	1	0
50	COc1ccc(-c2cc(-c3ccc(OC)cc3)[nH]n2)cc1	-5	-11	-13	70	-13	0.0	-1.6	0	10
51	CC1=C([N+](=O)[O-])C(c2cccc(Br)c2)C2=C(N1)c1ccccc1C2=O (stereo not given)	-4	12	-6	-1.9	-6	-1.6	-17	4	8
52	CC(C)CN1C(=O)/C(=C/c2cccs2)NC1=S	26	9	-5	-0.5	12	-0.2	8.9	-9	5
53	CCCCOc1ccc(C(=O)NCCc2cccs2)cc1	0	3	-11	1.9	-53	1.8	0.1	0	4
54	CCCNC(=O)C1CCN(c2cc(-c3ccccc3)nc3ncnn23)CC1	·	·	-5	0.2	-62	0.1	0.8	24	3
55	COc1ccc(-c2ccc(SCC(=O)Nc3cc(C)on3)nn2)cc1OC	1	2	-7	-0.1	7&1	-0.6	-3.8	1	8&1

Bioassay records as filed in PubChem BioAssay.
